# Bioassay records as filed in PubChem BioAssay.
# ROS inducer – inducers of reactive oxygen species in cancer cells; U2OS ROS induction, H2DCF-DA fluorescence; ROS induction (% of piperlongumine), % at 10 µM; 46,000 tested, 2% active; in the data active means ROS induction above about 79%, passing the limit was not always enough; inconclusive means no clear call, values can overlap the other calls;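 further: 0% = DMSO vehicle median and 100% = reference compound median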
# An asterisk follows results filed as active; ? = inconclusive.
SMILES,ROS inducer
CCOC(=O)C1CCN(C(=O)C2Cc3ccccc3N2C(=O)OCc2ccccc2)CC1 (centres undefined),-2.9
Cn1c(=O)[nH]c(=O)c2c1ncn2Cc1ccc(F)cc1,-8.9
C[C@@H]1CN([C@@H](C)CO)C(=O)CCCn2cc(nn2)CO[C@H]1CN(C)Cc1ccc2c(c1)OCO2,-16.4
Cc1ccc(C2=NC(C(F)(F)F)(C(F)(F)F)N=C3SCCN32)cc1,9.0
C[C@@H]1CN([C@H](C)CO)C(=O)Cc2cc(N(C)C)ccc2O[C@@H]1CN(C)S(=O)(=O)c1ccccc1,-8.3
O=C(CC1(O)C(=O)N(Cc2cccc3ccccc23)c2ccccc21)c1ccccn1 (centres undefined),46.0
C[C@H](CO)N1C[C@H](C)[C@H](CN(C)Cc2ccc(-c3ccccc3)cc2)Oc2c(NC(=O)c3cnccn3)cccc2C1=O,10.6
COc1ccc(S(=O)(=O)Nc2cccc3c2O[C@@H](CN(C)C(=O)Nc2c(C)noc2C)[C@H](C)CN([C@@H](C)CO)C3=O)cc1,-7.1
O=C(O)CCSc1nc2ccccc2n1C1CCCCC1,12.7
Cc1ccc(S(=O)(=O)N(C)C[C@@H]2Oc3ccc(NC(=O)Cn4cnnn4)cc3CC(=O)N([C@H](C)CO)C[C@H]2C)cc1,100.9*
O=C(NCc1cccnc1)C1=CCN(S(=O)(=O)c2ccccc2)CC1,13.1
COc1ccc(-c2nnc3c4ccccc4c(C)nn23)cc1S(N)(=O)=O,?
C[C@@H]1CN([C@H](C)CO)C(=O)c2cccc(NS(=O)(=O)c3ccc(F)cc3)c2O[C@@H]1CN(C)Cc1ccc(Cl)c(Cl)c1,1.2
CC1CCCCN1S(=O)(=O)c1ccc(Cl)cc1 (centres undefined),-4.8
COc1ccc(C)cc1NC(=O)CN(C1CCCCC1)S(=O)(=O)c1ccc(Cl)cc1,47.0
O=C(CC1CCC1)Nc1ccc(Oc2ccccc2)cc1,-5.6
C[C@@H]1CN([C@@H](C)CO)C(=O)c2cccc(NC(=O)c3cnccn3)c2O[C@H]1CN(C)Cc1ccc(Oc2ccccc2)cc1,46.2
N#Cc1c(NC(=O)CSc2nnc(N)s2)sc2c1CCCC2,5.1
Cc1ccc(NC(=O)COc2ccc(Br)cc2Cl)c([N+](=O)[O-])c1,1.7
Cc1ccc2c(c1)CCCN2C(=O)c1scc(S(=O)(=O)c2ccc(Cl)cc2)c1C,1.8
Cc1noc(C)c1S(=O)(=O)N(C)C[C@@H]1Oc2ccc(NS(=O)(=O)c3ccc(F)cc3)cc2C(=O)N([C@@H](C)CO)C[C@@H]1C,-4.3
COc1c(O[C@@H]2O[C@H](CO[C@H]3OC[C@](O)(CO)[C@H]3O)[C@@H](O)[C@H](O)[C@H]2O)cc2occ(-c3ccc(O)cc3)c(=O)c2c1O,-9.4
Cc1ccc(S(=O)(=O)N(C)C[C@@H]2Oc3ccc(NC(=O)Nc4ccccc4)cc3C(=O)N([C@H](C)CO)C[C@@H]2C)cc1,4.2
O=C(CCCCCCC(=O)Nc1ccccc1O)N/N=C/c1ccc(O)cc1,10.1
C=CCNc1nc(Nc2ccc(-c3nc4ccccc4o3)cc2)nc(OCC)n1,-4.6

# Reprinted from the part before: 6 compounds; new compounds follow.
SMILES,ROS inducer
Cc1ccc2c(c1)CCCN2C(=O)c1scc(S(=O)(=O)c2ccc(Cl)cc2)c1C,1.8
Cc1noc(C)c1S(=O)(=O)N(C)C[C@@H]1Oc2ccc(NS(=O)(=O)c3ccc(F)cc3)cc2C(=O)N([C@@H](C)CO)C[C@@H]1C,-4.3
COc1c(O[C@@H]2O[C@H](CO[C@H]3OC[C@](O)(CO)[C@H]3O)[C@@H](O)[C@H](O)[C@H]2O)cc2occ(-c3ccc(O)cc3)c(=O)c2c1O,-9.4
Cc1ccc(S(=O)(=O)N(C)C[C@@H]2Oc3ccc(NC(=O)Nc4ccccc4)cc3C(=O)N([C@H](C)CO)C[C@@H]2C)cc1,4.2
O=C(CCCCCCC(=O)Nc1ccccc1O)N/N=C/c1ccc(O)cc1,10.1
C=CCNc1nc(Nc2ccc(-c3nc4ccccc4o3)cc2)nc(OCC)n1,-4.6
C[C@@H]1CCCCO[C@H](CN(C)C(=O)Nc2cccc3ccccc23)[C@@H](C)CN([C@H](C)CO)C(=O)c2cc(N(C)C)ccc2O1,17.1
Cc1nn(CC(O)COc2ccc3cc(Br)ccc3c2)c(C)c1Cl (centres undefined),5.6
C[C@H]1CN([C@@H](C)CO)C(=O)c2cccc(NS(C)(=O)=O)c2O[C@@H]1CN(C)Cc1ccc(Cl)c(Cl)c1,6.0
O=C1NC(=S)N(S(=O)(=O)c2cccc3cccnc23)C1Cc1ccccc1 (centres undefined),-9.6
C[C@@H]1CN([C@H](C)CO)C(=O)Cc2cc(NC(=O)Cc3ccccc3)ccc2O[C@H]1CN(C)C(=O)Nc1ccc(F)cc1,3.7
COc1cc(C(C)=O)ccc1OCC(O)Cn1nc(C)cc1C (centres undefined),-20.1
C[C@H]1CN([C@@H](C)CO)C(=O)Cc2cc(NS(=O)(=O)c3ccc(Cl)cc3)ccc2O[C@@H]1CN(C)Cc1ccccc1,14.1
C[C@@H]1CN([C@@H](C)CO)C(=O)c2cccc(NC(=O)c3ccncc3)c2O[C@H]1CN(C)S(=O)(=O)c1ccc(Cl)cc1,-9.7
COc1cc(C(=O)OC[C@@]2(O)CO[C@H](OC3C(CO)OC(Oc4cc(OC)c(OC)c(OC)c4)C(O)C3O)[C@@H]2O)cc(OC)c1O (some centres undefined),-1.5
COc1ccc(NC(=O)N(C)C[C@@H]2Oc3ccc(NC(=O)Nc4ccccc4)cc3C(=O)N([C@@H](C)CO)C[C@H]2C)cc1,-3.1
CCOc1ccc(NC(=O)c2cc3ccccc3o2)cc1,12.9
Cc1cc(C)cc(Oc2coc3cc(O)ccc3c2=O)c1,-6.1
Cc1noc(C)c1NC(=O)Nc1cccc2c1O[C@H](CN(C)C(=O)Nc1ccc(C(F)(F)F)cc1)[C@@H](C)CN([C@@H](C)CO)C2=O,0.6
N[C@@H](Cc1cc(I)c(Oc2ccc(O)c(I)c2)c(I)c1)C(=O)O,-7.1
Cc1noc(C)c1NC(=O)Nc1cccc2c1O[C@H](CN(C)C(=O)Nc1c(C)noc1C)[C@H](C)CN([C@H](C)CO)C2=O,-8.7
O=C(NCC1CCCO1)c1ccc(CS(=O)(=O)c2ccc(Cl)cc2)o1 (centres undefined),-6.0
C[C@@H]1CN([C@H](C)CO)C(=O)c2cccc(NC(=O)CCCCCC(=O)Nc3ccccc3N)c2O[C@H]1CN(C)C(=O)Nc1ccccc1,3.2
CCOC(=O)Nc1ccc(OCc2nnc3c4ccccc4c(C)nn23)cc1,4.9
C[C@@H]1CCCCO[C@@H](CN(C)Cc2ccc(Cl)c(Cl)c2)[C@@H](C)CN([C@H](C)CO)C(=O)c2cc(N(C)C)ccc2O1,41.0
Cc1noc(C)c1NC(=O)Nc1ccc2c(c1)C(=O)N([C@H](C)CO)C[C@H](C)[C@@H](CN(C)Cc1ccc(Cl)c(Cl)c1)O2,4.7
C[C@@H]1CN([C@@H](C)CO)C(=O)CCCn2nncc2CO[C@@H]1CN(C)C(=O)c1cc(-c2ccccc2)on1,19.4
C[C@H](CO)N1C[C@H](C)[C@H](CN(C)Cc2cccnc2)OCc2cnnn2CCCC1=O,-11.2
Cc1cccc(NC(=O)CSc2nc3c(cc2C#N)C(=O)CC(C)(C)C3)c1,13.4
Cc1ccc(S(=O)(=O)Nc2cccc3c2O[C@H](CN(C)CC2CCCCC2)[C@@H](C)CN([C@H](C)CO)C3=O)cc1,12.1
C[C@H]1CN([C@@H](C)CO)C(=O)c2cc(NC(=O)CCCCCC(=O)Nc3ccccc3N)ccc2O[C@H]1CN(C)C,0.7

# The list continues:
SMILES,ROS inducer
O=C1O[C@H](c2ccccc2)[C@H](c2ccccc2)N2[C@H]1[C@@H](C(=O)N1CCCCCCC1)[C@]1(C(=O)Nc3ccccc31)[C@H]2c1ccc(OCCO)cc1,59.2
C[C@H](CO)N1C[C@H](C)[C@@H](CN(C)Cc2ccc(C(F)(F)F)cc2)Oc2ccc(NC(=O)Nc3ccc(F)cc3)cc2C1=O,21.4
O=C(c1cc(-c2ccc(F)cc2)no1)N1CCN(c2cccc(Cl)c2)CC1,-20.5
C[C@H]1CN([C@@H](C)CO)C(=O)c2cccc(NS(C)(=O)=O)c2O[C@@H]1CN(C)CC1CCCCC1,-3.9
O=C(NO)c1cccc(C(=O)N/N=C/c2ccncc2Br)c1,-7.5
CSc1ccccc1N1C(=O)CC(Sc2ccccc2C(=O)O)C1=O (centres undefined),-3.1
Cc1ccc(N(C(C)C(=O)Nc2cc(Cl)cc(Cl)c2)S(C)(=O)=O)cc1C (centres undefined),-6.0
Cc1ccc(S(=O)(=O)Nc2ccc3c(c2)C(=O)N([C@@H](C)CO)C[C@H](C)[C@@H](CN(C)S(=O)(=O)c2cccs2)O3)cc1,22.5
C[C@@H]1CN([C@@H](C)CO)C(=O)c2cccc(NC(=O)Nc3ccc(C(F)(F)F)cc3)c2O[C@H]1CN(C)C(=O)Nc1ccccc1,19.6
O=C(CSc1nnc(-c2ccco2)n1-c1cccc2ccccc12)Nc1ccc(C(=O)O)cc1,-16.3
O=C(/C=C/c1ccco1)Nc1cccc(NC(=O)/C=C/c2ccco2)n1,54.3
CCOC(=O)c1sc2nc(SCC(=O)C(C)(C)C)n(Cc3ccccc3Cl)c(=O)c2c1C,-0.9
COc1ccc(S(=O)(=O)Nc2cccc3c2O[C@H](CN(C)S(=O)(=O)c2ccc(C)cc2)[C@H](C)CN([C@H](C)CO)C3=O)cc1,-15.1
C[C@@H]1CN([C@@H](C)CO)C(=O)c2cc(NS(=O)(=O)c3cccs3)ccc2O[C@@H]1CN(C)Cc1ccc(C(=O)Nc2ccccc2N)cc1,6.8
C[C@@H]1CN([C@@H](C)CO)C(=O)c2cc(NC(=O)Cc3cn(C)c4ccccc34)ccc2O[C@H]1CN(C)C(=O)NC1CCCCC1,13.7
C[C@H]1CN([C@@H](C)CO)C(=O)c2cccc(NC(=O)Nc3cccc4ccccc34)c2O[C@H]1CN(C)C(=O)Nc1cccc2ccccc12,-2.7
CC(C)COC(=O)N(C)C[C@@H]1OCc2cn(nn2)CCCC(=O)N([C@@H](C)CO)C[C@H]1C,1.8
C[C@@H]1CN([C@@H](C)CO)C(=O)c2cccc(NC(=O)Nc3ccc4c(c3)OCO4)c2O[C@H]1CN(C)C(=O)NC1CCCCC1,11.2
O=C(O)[C@]1(Cc2ccccc2)N=C(c2ccc(OCCCO)cc2)O[C@@H]1c1ccccc1,-5.9
C[C@@H]1CN([C@@H](C)CO)C(=O)c2cc(NC(=O)Cc3ccccc3)ccc2O[C@H]1CN(C)CC1CC1,4.0
CNC[C@H]1Oc2ccc(NC(=O)C3CC3)cc2C(=O)N([C@H](C)CO)C[C@@H]1C,5.4
CCn1cc(CCCC(=O)O)c2ccccc21,-5.5
C[C@@H]1CN([C@H](C)CO)C(=O)c2cc(NC(=O)CCC(F)(F)F)ccc2O[C@H]1CN(C)C(=O)Nc1ccccc1,-5.9
Cc1ccccc1-c1nnc(SCC(=O)Nc2sc3c(c2C#N)CCCC3)n1C,4.6
O=C(CSc1nc(N2CCCCC2)nc(N2CCCCC2)n1)NC1CCCCC1,1.5

# Other records follow:
SMILES,ROS inducer
Cc1cc(=O)[nH]c(SCCOc2ccc(Br)cc2Cl)n1,10.5
COc1ccc(NC(=O)Nc2cccc3c2O[C@H](CN(C)Cc2ccc(C(=O)O)cc2)[C@H](C)CN([C@H](C)CO)C3=O)cc1,-11.3
CC(C)c1ccc(NC(=O)CSc2nnc(-c3ccc(Br)cc3)n2C)cc1,-14.7
Cc1cc(=O)[nH]c(SCC(=O)N2CCCCC2)n1,6.1
Cc1cc(I)ccc1NC(=O)Cn1nc(C)c([N+](=O)[O-])c1C,5.5
CC1(C)CC[C@]2(C(=O)O[C@@H]3O[C@H](CO[C@@H]4O[C@H](CO)[C@@H](O)[C@H](O)[C@H]4O)[C@@H](O)[C@H](O[C@@H]4O[C@H](CO)[C@@H](O)[C@H](O)[C@H]4O)[C@H]3O)CC[C@]3(C)C(=CCC4[C@@]5(C)CC[C@H](O)[C@@](C)(C(=O)O)C5CC[C@]43C)C2C1 (some centres undefined),-2.5
CCOC(=O)c1cc(-c2ccc(C)cc2)n(CC(=O)NCC2CCCO2)c1C (centres undefined),-0.3
CCN(CC)C(=O)c1cnn(-c2ccccc2)c1NC(=O)c1ccco1,0.9
COC(=O)c1c(-c2ccccc2)csc1NC(=O)C1CCCCC1C(=O)O (centres undefined),20.5
Cc1cc(C)c(S(=O)(=O)N2CCCc3ccccc32)c(C)c1,-8.5
COc1ccc([C@@H]2C=C(C(=O)O)O[C@H](OCc3ccc(CO)cc3)C2)cc1,2.8
CC(=O)NCCCC[C@@H]1NC(=O)[C@@H]2C[C@H](C(=O)NCc3ccc(F)cc3)[C@H](c3cccc(OCCO)c3)N2C1=O,17.2
C[C@@H]1CCCCO[C@H](CN(C)S(=O)(=O)c2ccc(F)cc2)[C@@H](C)CN([C@H](C)CO)C(=O)c2cc(NS(=O)(=O)c3cn(C)cn3)ccc2O1,38.1
O=C(/C=C/c1ccccc1Cl)Nn1cnc2ccccc2c1=O,12.1
Cc1ccc(NC(=O)Cn2nc(C)c([N+](=O)[O-])c2C)cc1Cl,-10.5
Cc1noc(C)c1NC(=O)Nc1cccc2c1O[C@@H](CN(C)C(=O)Nc1ccc(C(F)(F)F)cc1)[C@@H](C)CN([C@H](C)CO)C2=O,12.0
CCn1c2ccccc2c2cc(NS(=O)(=O)c3ccccc3)ccc21,1.7
C[C@H](CO)N1C[C@H](C)[C@H](CN(C)Cc2ccc(C(=O)O)cc2)Oc2ccc(NC(=O)Cc3cn(C)c4ccccc34)cc2CC1=O,-6.6

# Laid out differently: results already given
SMILES	ROS inducer
CCOc1ccc(NC(=O)c2cc3ccccc3o2)cc1	12.9
Cc1cccc(NC(=O)CSc2nc3c(cc2C#N)C(=O)CC(C)(C)C3)c1	13.4

# Only part of the results is shown; rates above refer to the full screens.
